Compound activity as filed in PubChem BioAssay.
BRCT PPI red – BRCT-phosphoprotein interaction inhibition (red fluorophore). Potency, µM (doses to about 76.9 µM), for the others: top-dose activity change, negative = inhibition, most hits filed as inhibitors. 0.03% of 75,000 active. BRCT-phosphopeptide binding, red fluorescence polarization. AID 892. P38398; also: % is scaled to controls: 0 for no effect and ±100 for the full control effect
Target sequence (P38398 whole entry, looked up): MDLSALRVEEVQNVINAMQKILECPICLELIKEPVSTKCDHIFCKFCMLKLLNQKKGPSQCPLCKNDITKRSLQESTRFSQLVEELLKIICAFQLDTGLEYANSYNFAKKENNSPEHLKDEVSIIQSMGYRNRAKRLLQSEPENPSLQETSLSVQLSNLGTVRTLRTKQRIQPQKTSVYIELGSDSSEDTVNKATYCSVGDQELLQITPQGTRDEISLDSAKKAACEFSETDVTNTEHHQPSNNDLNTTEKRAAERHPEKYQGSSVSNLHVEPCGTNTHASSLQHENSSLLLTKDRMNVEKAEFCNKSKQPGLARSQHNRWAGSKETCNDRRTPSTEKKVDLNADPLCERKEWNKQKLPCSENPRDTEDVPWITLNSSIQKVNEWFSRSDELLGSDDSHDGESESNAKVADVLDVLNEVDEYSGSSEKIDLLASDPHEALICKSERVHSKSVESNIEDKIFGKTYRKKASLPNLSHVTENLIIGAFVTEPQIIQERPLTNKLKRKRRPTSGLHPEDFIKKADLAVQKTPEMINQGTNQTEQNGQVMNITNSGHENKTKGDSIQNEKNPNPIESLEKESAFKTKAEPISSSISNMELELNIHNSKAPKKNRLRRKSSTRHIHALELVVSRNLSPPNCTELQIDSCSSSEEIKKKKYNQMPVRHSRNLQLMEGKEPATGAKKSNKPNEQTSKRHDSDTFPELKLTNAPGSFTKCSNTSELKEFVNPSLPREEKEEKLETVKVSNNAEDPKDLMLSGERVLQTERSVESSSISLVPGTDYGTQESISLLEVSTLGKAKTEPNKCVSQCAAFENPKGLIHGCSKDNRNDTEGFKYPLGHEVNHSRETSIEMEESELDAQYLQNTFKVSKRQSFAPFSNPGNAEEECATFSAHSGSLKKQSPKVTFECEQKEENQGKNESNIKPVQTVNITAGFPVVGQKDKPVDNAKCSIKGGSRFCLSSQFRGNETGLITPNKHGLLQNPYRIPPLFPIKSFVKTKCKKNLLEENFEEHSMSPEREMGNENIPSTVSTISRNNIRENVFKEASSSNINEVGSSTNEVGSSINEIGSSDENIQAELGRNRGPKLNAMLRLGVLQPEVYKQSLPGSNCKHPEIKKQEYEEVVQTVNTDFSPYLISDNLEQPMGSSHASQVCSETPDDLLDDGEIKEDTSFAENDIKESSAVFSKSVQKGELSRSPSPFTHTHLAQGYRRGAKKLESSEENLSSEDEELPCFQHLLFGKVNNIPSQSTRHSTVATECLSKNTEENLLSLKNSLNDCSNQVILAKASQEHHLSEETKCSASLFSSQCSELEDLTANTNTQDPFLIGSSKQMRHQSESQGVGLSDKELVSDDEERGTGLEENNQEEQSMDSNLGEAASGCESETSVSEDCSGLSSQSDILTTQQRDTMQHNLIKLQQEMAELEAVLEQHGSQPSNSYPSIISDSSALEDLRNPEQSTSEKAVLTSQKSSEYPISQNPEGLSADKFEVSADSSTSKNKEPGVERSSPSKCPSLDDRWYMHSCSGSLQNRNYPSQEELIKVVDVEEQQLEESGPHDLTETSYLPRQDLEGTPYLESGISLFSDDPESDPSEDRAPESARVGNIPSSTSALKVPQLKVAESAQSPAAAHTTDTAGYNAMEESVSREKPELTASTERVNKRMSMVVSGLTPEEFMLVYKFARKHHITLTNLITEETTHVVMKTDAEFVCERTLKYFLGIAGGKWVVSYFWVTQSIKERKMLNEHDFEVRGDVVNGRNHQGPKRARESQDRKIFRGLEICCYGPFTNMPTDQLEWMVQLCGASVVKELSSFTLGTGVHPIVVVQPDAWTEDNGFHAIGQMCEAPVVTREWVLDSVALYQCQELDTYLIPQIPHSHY
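Rhodamine-labelled pBACH1 10-mer (100 nM) bound to BRCT domain (100 nM) at pH 7.3; compounds incubated 12 min room temperature, polarization read. Free peptide defines full inhibition; unlabelled decapeptide titrated as control.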
BRCT inh green – inhibitors of human BRCA1 BRCT-phosphoprotein interaction (green fluorophore); 0.05% of 75,000 active; Potency, µM (highest dose often 76.9 µM), inactives show at the highest dose activity change, negative = inhibition, hits mostly inhibitors; BRCA1 BRCT-phosphopeptide binding, green fluorescence polarization; AID 875;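 also: potency is read from the fitted curve at half-maximal effect; plate controls were peptide without protein for full effect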
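Fluorescence polarization: His-tagged BRCT (~35 kDa BRCA1 C-terminus, 250 nM) bound to 100 nM fluorescein-labeled phosphorylated 10-aa BACH1 peptide, pH 7.3 phosphate buffer with DTT and Tween 20. Compounds incubated 12 min at room temperature; inhibition read as lowered polarization.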
Fluorescein fluor – fluorescein region autofluorescence | Compound autofluorescence, 480/540 nm, fluorescein-equivalent; hits give high values | max fluorescein-equivalent concentration, M | 0.91% of 59,000 active; in the data active = max fluorescein-equivalent concentration above about 10 nM; inconclusive = between about 1.1 nM and that limit
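In this qHTS profile, compound fluorescence was measured with a 480 nm/540 nm filter pair following a 15-min room-temperature incubation in 100 mM Tris (pH 8.0). A six-point fluorescein series on each plate served for normalization.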
4MU fluor – compound fluoresces in the 4-MU spectral region. compound autofluorescence, 340/450 nm, 4-MU equivalents; hits give high values. max dye-equivalent concentration, M. 11% of 59,000 active. AID 589; in the data active = max dye-equivalent concentration above about 10 nM; inconclusive = mostly about 1.1 nM to 9.6 nM
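Compounds in 100 mM Tris, pH 8.0, incubated 15 min at room temperature, then fluorescence read at 340 nm excitation/450 nm emission. Signal converted to 4-MU dye-equivalent concentration using an on-plate six-point 4-MU standard curve.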
A350 fluor – compounds fluorescent in Alexa 350 spectral region | AID 590 | 11% of 59,000 active | Compound autofluorescence, 340/450 nm, Alexa 350 dye-equivalents; hits give high values | max dye-equivalent concentration, M; in the data active = max dye-equivalent concentration above about 10 nM; inconclusive = mostly about 1.1 nM to 9.6 nM
USP2a inh – inhibitors of human ubiquitin-specific protease USP2a; O75604; USP2a enzymatic assay, qHTS inhibition; Potency, µM (series often up to 38.3 µM), for inactives: at the highest dose activity change, negative = inhibition, most hits filed as inhibitors; 0.1% of 60,000 active; AID 927;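 also: potency is read from the fitted curve at half-maximal effect; nearly all actives have a fitted effect of over 60% in size; plate controls were DMSO for no effect and NEM full inhibition control for full effect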
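USP2 core (20 nM final) was preincubated with compound for 30 min at RT in 20 mM Tris-HCl pH 8.0, 2 mM CaCl2, 2 mM beta-mercaptoethanol; Ub-PLA2 (20 nM) plus NBD C6-HPC (20 uM) then added, fluorescence read after 2.5 h.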
Casp7 inh – caspase-7 (human) inhibition, allosteric or competitive; P55210; recombinant caspase-7, Ac-DEVD-AFC fluorescence rate; Potency, µM (series often up to 57.5 µM), inactives show at the top dose activity change, negative = inhibition, usual class: inhibitors; 0.02% of 75,000 active; active = well fitted inhibition curve with a large enough effect in the main read-out, with a control signal flat, not every such curve was filed as active; inconclusive = small, poorly fitted or top-dose-only effect, or a change in a side signal; also: potency is read from the fitted curve at half-maximal effect; % of control where 0% means no effect
Casp1 inh – allosteric or competitive inhibitors of human caspase-1. Caspase-1 enzyme, Ac-WEHD-AFC fluorogenic rate. Potency, µM (highest dose often 57.5 µM), inactives show at the highest dose activity change, negative = inhibition, usual class: inhibitors. 0.03% of 75,000 active. AID 900;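 also: potency is read from the fitted curve at half-maximal effect; plate controls were vehicle for no effect and no substrate for full effect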
HEK293 cAMP ctrl – parental HEK293 cAMP activation (counter-screen). parental HEK293 CNG cAMP sensor, membrane potential fluorescence. Potency, µM (highest dose often 57.1 µM), inactives show at the highest dose activation, hits mostly activators. 2.5% of 73,000 active. AID 938; also: potency is read from the fitted curve at half-maximal effect; % of control where 0% means no effect; nearly all actives have a fitted effect of over 55% in size
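Parental HEK 293 cells stably expressing a modified CNG channel (no TSHR) report cAMP rise as membrane depolarization. Membrane potential dye with 100 uM RO 20-1724 was loaded for 60 min at room temperature, then compound added for 30 min; fluorescence read at 590 nm.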
UbGFP stabilizer – ubiquitin-GFP accumulation via proteasome inhibition; Ubiquitin-GFP reporter cells, proteasome inhibition, GFP fluorescence; response scale: untreated = 0%, 10 µM MG-132 = 100%; Potency, µM (doses to about 45.9 µM), for the others: top-dose activation (GFP accumulation), usual class: activators; 67,000 tested, under 10 active; AID 526; active = well fitted activation curve with a large enough effect, not every such curve was filed as active; inconclusive = small, poorly fitted or top-dose-only effect, or another doubt; inactive = no such curve, though single readings can be large or run the other way; also: potency is read from the fitted curve at half-maximal effect
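GFP accumulation read-out: laser plate cytometry counting ubiquitin(G76V)-GFP-expressing U2OS cells after 4 hr compound exposure at 37 °C. Titrations spanned 46 uM to 2.9 nM; 0% = basal, 100% = 10 uM MG-132; concentration-response curves fitted.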
Epigenetic mod – epigenetic modulators derepressing GFP locus in mouse cells; 0.09% of 68,000 active; mouse C127i GFP locus derepression, cytometry, 30 h; Potency, µM (series often up to 46.1 µM), for inactives: at the highest dose GFP derepression (activation); also: % of control where 0% means no effect
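Read-out is the number of GFP-positive cells, scored as fluorescent objects 20 to 120 um wide, reflecting derepression of a silenced CMV-GFP reporter in murine C127i cells after 30 h compound exposure at 37 C.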
Numbers without * were called inactive; i = inactive; ? = inconclusive; nt = no result given; [ ] = dose if it differs, or a comment. Unless noted, calls follow the shape of the dose curve; as a rule, active = well fitted curve in the direction sought with a large enough effect; inconclusive = small, poorly fitted or top-dose-only effect, or another doubt; inactive = no such curve, though single readings can be large; an effect the other way counts as inactive or inconclusive. This is a subset, so the mix of outcomes need not match the whole.

Preview, 2 compounds:
Each structure is followed by: BRCT PPI red	BRCT inh green	Fluorescein fluor	4MU fluor	A350 fluor	USP2a inh	Casp7 inh	Casp1 inh	HEK293 cAMP ctrl	UbGFP stabilizer	Epigenetic mod
1. O=C(CCCOc1ccccc1)Nc1ccc(S(=O)(=O)N2CCOCC2)cc1
    0.4%	-1.4%	i	i	i	11%	-1%	-2%	7%	-1%	-3%
2. O=C1CSC(c2ccccn2)N1c1ccccc1 (stereo not drawn)
    0.8%	-1.7%	i	i	i	-4%	-1%	-1%	6%	-4%	4%

All compounds of this part, from the start:
Each structure is followed by: BRCT PPI red	BRCT inh green	Fluorescein fluor	4MU fluor	A350 fluor	USP2a inh	Casp7 inh	Casp1 inh	HEK293 cAMP ctrl	UbGFP stabilizer	Epigenetic mod
1. O=C(CCCOc1ccccc1)Nc1ccc(S(=O)(=O)N2CCOCC2)cc1
    0.4%	-1.4%	i	i	i	11%	-1%	-2%	7%	-1%	-3%
2. O=C1CSC(c2ccccn2)N1c1ccccc1 (stereo not drawn)
    0.8%	-1.7%	i	i	i	-4%	-1%	-1%	6%	-4%	4%
3. N#Cc1nc(Cc2ccccc2)oc1NCCc1ccccc1
    -0.1%	-1.5%	i	i	i	-9%	-2%	-2%	?	-11%	-3%
4. NC(=O)COc1c(-c2ccccc2)oc2ccccc2c1=O
    0.1%	-0.7%	i	?	?	6%	-1%	-1%	28%	0%	0%
5. Cc1ccccc1Cn1ccc(NC(=O)c2cnn3c(C(F)(F)F)cc(-c4ccco4)nc23)n1
    -0.5%	-9.0%	?	i	i	21%	-2%	-3%	?	-7%	3%
6. CCc1nnc(NC(=O)CCC(=O)N2CCCC2)s1
    -2.0%	1.3%	i	i	i	3%	0%	-1%	0%	-3%	-8%
7. CC1CCCC(NC(=O)CSc2nccn2C)C1C (stereo not drawn)
    1.0%	-2.8%	i	i	i	-5%	-2%	-2%	3%	-3%	1%
8. Cc1ccc2cc(CN(Cc3nnnn3C3CCCC3)C3CCCCC3)c(=O)[nH]c2c1C
    2.0%	-0.8%	i	i	i	5%	3%	-1%	20%	7%	0%
9. COC(=O)CCC(=O)N1CCc2cc(S(=O)(=O)N3CCc4ccccc43)ccc21
    -0.9%	0.4%	i	i	i	32%[activator]	-2%	0%	9%	13%	-1%
10. N#Cc1c(N)nc2c(c1-c1ccncc1)CCCCCC2
    1.6%	-0.1%	i	6.8e-08M*	8.9e-08M*	-8%	0%	0%	6%	-1%	2%
11. CCOc1ccc(NC(=O)CN(c2ccc(OC)cc2)S(C)(=O)=O)cc1
    -1.1%	-2.5%	nt	nt	nt	6%	0%	-2%	-4%	-6%	-2%
12. Fc1ccc(-c2cc(C(F)(F)F)nc(N3CCCCC3)n2)cc1
    -0.9%	-2.9%	?	5.7e-08M*	5.1e-08M*	-23%	-3%	-1%	14%	1%	0%
13. Cc1cc(F)ccc1S(=O)(=O)Nc1ccccc1C(=O)Nc1ccc2[nH]c(=O)[nH]c2c1
    0.5%	0.1%	i	i	?	10%	-3%	-5%	-5%	-7%	2%
14. CCOc1ccc(N(CC(=O)N2CCCC2)S(=O)(=O)c2c(C)noc2C)cc1
    0.8%	-3.8%	nt	nt	nt	nt	0%	-1%	9%	-11%	nt
15. COc1cc(NC(=O)c2cc(-c3ccco3)on2)c(OC)cc1Cl
    2.0%	-0.2%	?	2.7e-08M*	2.5e-08M*	11%	-4%	-3%	6%	-6%	2%
16. CCS(=O)(=O)N1CCC(C(=O)Nc2cccc(C(C)=O)c2)CC1
    0.3%	1.9%	i	i	i	-2%	0%	2%	3%	-11%	0%
17. CCn1c(=O)c(C(=O)CN2CCCc3ccccc32)c(N)n(Cc2ccccc2)c1=O
    1.3%	2.7%	i	i	i	27%	-7%	-7%	-8%	2%	-2%
18. Nc1nc(CSc2ncn(-c3ccccc3)n2)cs1
    0.5%	-0.2%	i	i	i	0%	-1%	0%	10%	2%	14%
19. CC(CCc1ccccc1)NC(=O)c1ccc(Br)o1 (stereo not drawn)
    -2.1%	-1.6%	i	?	?	8%	0%	3%	9%	6%	0%
20. Nc1nc(SCC(=O)NCCCN2CCOCC2)nc2sc3c(c12)CCC3
    -0.8%	-2.1%	nt	nt	nt	nt	2%	-5%	?	nt	nt
21. COC(=O)[C@H](Cc1ccccc1)NC(=O)[C@@]1(C)C[C@@H]1[C@@H](NC(=O)OCc1ccccc1)c1ccccc1
    -2.6%	-1.9%	nt	nt	nt	nt	-3%	-3%	?	nt	nt
22. CC(Oc1ccc(O)cc1)(P(=O)(O)O)P(=O)(O)O
    -1.4%	-0.5%	nt	nt	nt	nt	1%	-2%	8%	3%	-1%
23. O=C(COc1ccc(S(=O)(=O)NC2CCCCC2)cc1)Nc1ccc2c(c1)OCCO2
    -0.3%	1.0%	nt	nt	nt	nt	-2%	-2%	11%	16%	-2%
24. Cc1noc(C)c1-c1cncnc1NCc1cccnc1
    0.7%	-0.4%	i	i	i	-15%	0%	0%	6%	4%	0%[9.22 µM]
25. CC(C)OC(=O)CSc1nnc(-c2ccc(O)cc2)n1Cc1ccccc1
    -4.2%	-1.0%	?	i	i	23%	-3%	3%	15%	-1%	0%
26. CC12CN3CC(C)(CN(C1)C3c1ccc(Br)cc1)C2 (stereo not drawn)
    0.9%	-2.2%	i	?	?	0%	-11%	-11%	?	0%	2%
27. CCCN1C(=O)C2(/C(=C(\O)c3ccc4c(c3)OCCO4)C(=O)C(=O)N2CCCOC)c2ccccc21 (stereo not drawn)
    0.1%	-1.9%	i	i	i	5%	-1%	-1%	10%	-3%	2%
28. CCC(CC)C(=O)NCCc1cc2ccc(OC)cc2[nH]c1=O
    -1.9%	-1.5%	i	i	?	13%	-3%	-1%	2%	-2%	4%
29. COc1ccc(CNc2ncnc3ccc(-c4cccnc4)cc23)c(OC)c1
    6.4%	1.2%	?	i	i	213%[activator]	-4%	-2%	22%	3%	3%[9.22 µM]
30. COc1ccc(-c2nsc3c(N4CCCC4)ncnc23)cc1
    -3.4%	0.9%	i	9.5e-08M*	7.2e-08M*	-2%	0%	-1%	7%	7%	0%
31. COc1ccc(NC2=Nc3ccccc3CC2)cc1
    0.4%	-2.5%	i	i	i	-2%	-4%	-1%	16%	2%	2%
32. c1ccc(-c2noc(CN3CCN(c4ccccc4)CC3)n2)cc1
    1.1%	-1.9%	nt	nt	nt	nt	-4%	-11%	15%	7%	nt
33. Cn1c(=O)c2c(nc(N3CCOCC3)n2CCCNC2=NCCC2)n(C)c1=O
    -0.3%	-1.5%	i	i	?	1%	-9%	-7%	12%	3%	0%
34. C=CCn1c2ccccc2c2nnc(SCC(=O)NC(C(=O)OC)C(C)C)nc21 (stereo not drawn)
    0.7%	-1.9%	i	i	i	7%	1%	1%	-2%	-5%	-1%
35. Cc1occc1C(=O)Nc1ccc(S(=O)(=O)N2CCN(C)CC2)cc1
    0.5%	-0.6%	i	i	i	0%	-1%	0%	2%	-1%	3%
36. CCSc1ccc2nnc(-c3ccc(F)cc3)n2n1
    -2.2%	5.7%	i	?	?	4%	-2%	4%	?	29%	2%
37. CCOC(=O)N1CCN(CC(=O)c2ccc3c(c2)CCN3C(C)=O)CC1
    0.1%	-2.2%	nt	nt	nt	nt	-3%	-5%	-2%	-4%	nt
38. CCN1C(=O)[C@H]2[C@H]3[C@H](O)[C@H](O)C/C(=N/OCc4ccccc4)[C@@H]3CC[C@@H]2C1=O
    0.8%[15.4 µM]	-0.5%[15.4 µM]	nt	nt	nt	nt	1%[11.5 µM]	-1%[11.5 µM]	-5%[11.4 µM]	nt	nt
39. CNC(=O)COC(=O)c1cc(F)c(F)cc1Cl
    0.7%	-1.4%	?	i	i	-4%	-1%	-1%	1%	-3%	0%
40. CCN(CC)C(=O)c1ccc(COc2ccccc2Br)o1
    0.5%	-1.8%	i	?	?	-9%	0%	-2%	18%	-1%	0%
41. O=C(CCn1nnc2ccccc21)N1CCC(O)(c2cccc(F)c2)CC1
    0.3%	-2.7%	?	i	i	7%	-1%	2%	-3%	1%	1%
42. O=C(NCCC1=CCCCC1)C1CCN(S(=O)(=O)c2cccc3cccnc23)CC1
    -0.5%	1.9%	nt	nt	nt	nt	-3%	4%	?	14%	0%
43. COc1cc(-c2cc(C(=O)N3CCN(c4ccccn4)CC3)c3ccccc3n2)cc(OC)c1OC
    -2.3%	2.1%	?	?	?	23%	-3%	-4%	0%	19%	1%
44. Cc1nc(S(=O)(=O)c2ccc(Cl)cc2)c(NCc2ccccc2)o1
    -1.7%	0.7%	nt	nt	nt	nt	-2%	-3%	-2%	nt	nt
45. C=CCn1c(O)c(C(CC)=NCc2cccnc2)c(=O)[nH]c1=O
    -0.3%	0.5%	i	3e-08M*	3.5e-08M*	4%	2%	0%	6%	-4%	0%
46. COCCn1c(SCC(=O)NCC2CCCO2)nc2c(c1=O)SC(C)C2 (stereo not drawn)
    -1.2%	-1.0%	nt	nt	nt	nt	-5%	-3%	-8%	1%	nt
